Source: PubChem BioAssay
POLK inh: inhibitors of human DNA polymerase kappa | 0.53% of 400,000 active | purified Pol kappa, fluorescent DNA synthesis assay, 10 min | AID 588579 | Potency, µM (highest dose often 107 µM), for the others: top-dose activity, negative = inhibition, actives largely listed as inhibitors; note: potency is the fitted concentration of half-maximal effect
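Kinetic fluorescence readout at 0 and 10 min followed reaction start with substrate at 50 nM final. Beforehand, enzyme (10 nM Pol kappa) stood 15 min with compound at room temperature; buffer-only wells were negative controls.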
LDHA block: LDHA (human) enzyme inhibition. AID 1347041. 0.15% of 480,000 active. activity change, % (values are at about 110 or 230 µM). purified LDHA, NADH/diaphorase-resazurin fluorescence; active compounds read low. P00338; in the data active = activity change below about -30%; inconclusive = mostly about -25% to -30%;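 note: plate controls were DMSO wells for no effect and wells without enzyme for full effect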
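Enzyme activity of human lactate dehydrogenase 5 (2 nM; 0.06 mM NADH, 0.2 mM pyruvate, 5 min, RT) is measured via a resazurin/diaphorase fluorescence readout of residual NADH.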
RGS4 inh: inhibitors of human regulator of G protein signaling 4; P49798; Transcreener GDP fluorescence polarization, RGS4-accelerated GTP hydrolysis; Potency, µM (titrated, usually from 114 µM), for inactives: at the highest dose activity change, negative = inhibition, actives largely listed as inhibitors; 0.039% of 390,000 active; AID 504845; note: potency is the fitted concentration of half-maximal effect; nearly all actives have a fitted effect of over 75% in size; some results filed as inactive show a strong effect at the top dose
Target sequence (P49798 whole entry, looked up): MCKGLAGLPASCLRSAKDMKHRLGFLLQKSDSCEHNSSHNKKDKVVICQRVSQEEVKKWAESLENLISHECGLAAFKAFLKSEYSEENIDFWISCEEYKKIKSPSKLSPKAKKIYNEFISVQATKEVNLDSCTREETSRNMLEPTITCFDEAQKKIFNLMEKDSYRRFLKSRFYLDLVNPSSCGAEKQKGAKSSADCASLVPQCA
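MLSMR compounds (23 nl, pin-transferred) preincubated 10 min at room temperature with a 500nM (2x) first reagent, then RGS4 at 900nM (2x) plus Transcreener GDP mix added; fluorescence polarization (620/688 nm) read before and after 90 min at 30 °C.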
12-LOX inh: ALOX12 (human) lipoxygenase inhibition; P18054; purified 12hLO, xylenol orange hydroperoxide absorbance; Potency, µM (doses to about 108 µM), inactives show at the highest dose activity change, negative = inhibition, most hits filed as inhibitors; 1.1% of 580,000 active; AID 1671190; note: potency is the fitted concentration of half-maximal effect
Target sequence (P18054 whole entry, looked up): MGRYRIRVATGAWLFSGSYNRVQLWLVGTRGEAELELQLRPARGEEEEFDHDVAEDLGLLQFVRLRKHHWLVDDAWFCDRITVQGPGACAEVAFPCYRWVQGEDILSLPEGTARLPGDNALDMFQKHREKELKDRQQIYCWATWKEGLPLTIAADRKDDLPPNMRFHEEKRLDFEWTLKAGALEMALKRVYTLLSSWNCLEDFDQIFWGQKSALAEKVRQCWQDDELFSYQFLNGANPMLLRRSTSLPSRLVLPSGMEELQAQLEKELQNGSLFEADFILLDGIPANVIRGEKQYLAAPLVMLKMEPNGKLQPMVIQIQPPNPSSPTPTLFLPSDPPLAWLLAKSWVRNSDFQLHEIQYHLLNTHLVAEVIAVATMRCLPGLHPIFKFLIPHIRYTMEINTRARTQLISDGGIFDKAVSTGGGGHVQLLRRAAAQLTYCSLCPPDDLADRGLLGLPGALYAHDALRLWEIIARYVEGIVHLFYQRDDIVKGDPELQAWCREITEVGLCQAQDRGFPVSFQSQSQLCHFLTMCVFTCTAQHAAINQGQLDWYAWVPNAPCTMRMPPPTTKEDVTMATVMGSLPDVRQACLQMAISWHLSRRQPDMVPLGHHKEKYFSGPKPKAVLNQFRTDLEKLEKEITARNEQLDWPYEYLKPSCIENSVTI
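Hydroperoxide product was detected by ferrous iron/xylenol orange as the 573 to 405 nm absorbance ratio. Arachidonic acid at 40 uM (final) was turned over for 30 min at room temperature by 150 nM human 12hLO, pH 7.0 Hepes buffer, after 15 min compound preincubation.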
Starred values were filed as active, the others as inactive; ? = inconclusive; . = not tested or not shown; & = joins results of further samples; [ ] = remark or other dose. Unless noted, calls come from the whole dose curve; as a rule, active = well fitted curve in the direction sought with a large enough effect; inconclusive = small, poorly fitted or top-dose-only effect, or another doubt; inactive = no such curve, though single readings can be large; an effect the other way counts as inactive or inconclusive. Unless noted, % is set by controls: 0 for no effect and ±100 for the full control effect.

The line under a structure holds: LDHA block	12-LOX inh	RGS4 inh	POLK inh
1	COc1ccc(CN(Cc2ccccc2)C(=O)c2ccncc2)cc1COc1ccc(NC(C)=O)cc1
  7	.	-22%	1%
2	O=[N+]([O-])c1ccc(-c2csc(Nc3ccccc3)n2)cc1
  -1	.	-26%	4%
3	NCCCN(Cc1ccc(Cl)cc1)c1ccc(Br)cn1
  -1	.	2%	-6%
4	CCCCc1oc2ccccc2c1C(=O)c1cc(I)c(N(CC)CCOCC)c(I)c1
  2	.	1%	-3%
5	COc1cc(C2Nc3ccccc3C(=O)N2Cc2ccco2)cc(OC)c1OC (configuration not stated)
  -3	.	8%	-18%
6	O=C(O)c1ccc(CNc2ncnc3nc[nH]c23)cc1
  3	.	10%	10%
7	COc1ccc(CCNc2ncnc3nc[nH]c23)cc1
  1	.	1%	5%
8	CS(=O)(=O)c1ccc(C(=O)OCC(=O)N2CCc3ccccc32)cc1[N+](=O)[O-]
  -3	.	11%	-3%
9	Cc1cccc(S(=O)(=O)N2CCN(c3nc(-c4cccs4)nc4ccccc34)CC2)c1
  -5	.	-8%	-18%
10	O=[N+]([O-])c1cccc(S(=O)(=O)N2CCN(c3nc(-c4cccs4)nc4ccccc34)CC2)c1
  -1	.	-1%	6%
11	O=C(c1ccco1)N(Cc1cccs1)c1ccc(O)cc1
  4	.	2%	-22%
12	COc1ccc(-c2nn3c(-c4cc(-c5ccccc5)n[nH]4)nnc3s2)cc1
  -1	.	-30%	2%
13	O=S(=O)(/N=C(/Sc1ccccc1)c1ccccc1)c1ccc(Cl)cc1
  -2	.	?	-19%
14	COc1ccccc1-c1nn2c(-c3cc(-c4ccccc4)n[nH]3)nnc2s1
  4	.	-49%	8%
15	COc1ccc(CN(Cc2ccccc2)C(=O)C2CC2)cc1COc1ccc(NC(C)=O)cc1
  -3	.	3%	-26%
16	CCCN1C(=O)c2ccccc2NC1c1ccc(OC)c(COc2cccc(C)c2C)c1 (configuration not stated)
  1	.	9%	-25%
17	Cc1ccc2[nH]c(=O)c(CN(CCCO)Cc3nnnn3Cc3ccccc3)cc2c1
  -2	.	-45%	-3%
18	Cc1nn(C)c(Cl)c1S(=O)(=O)N(Cc1ccco1)c1ncnc2nc[nH]c12
  -2	.	9%	-14%
19	Nc1ncnc2c1ncn2COC(CO)CO
  -5	.	14%	-25%
20	NS(=O)(=O)c1ccc(S(=O)(=O)N2CCN(c3nc(-c4ccccc4)nc4ccccc34)CC2)cc1
  -2	.	0%	10%
21	O=S(=O)(c1ccc(F)cc1)N1CCN(c2nc(-c3ccccc3)nc3ccccc23)CC1
  -3	.	13%	-15%
22	CN1CCc2[nH]c3ccc(Cl)cc3c2C1
  3	.	-4%	4%
23	CS(=O)(=O)c1ccc(C(=O)OCC(=O)NC(=O)NC2CCCCC2)cc1[N+](=O)[O-]
  -1	.	-33%	4%
24	CC1(C)CC(=O)C2=C(C1)NC(Nc1nc3ccccc3o1)=NC2c1cccc(O)c1 (configuration not stated)
  -8	.	16%	-6%
25	COc1ccc(C(=O)NCC(=O)OCC(=O)c2ccc3ccccc3c2)cc1
  -1	.	1%	-13%
26	CN1CCc2c(c3cnc4cc(Cl)ccc4c3n2C)C1
  3	.	30%	-18%
27	O=S(=O)(c1ccc(Br)cc1)N1CCN(c2nc(-c3cccs3)nc3ccccc23)CC1
  -3	.	14%	-11%
28	O=C(NCC1CC1)c1ccc2nc(-c3ccoc3)c(-c3ccoc3)nc2c1
  6	.	-22%	-12%
29	O=C(Nc1nnc(C2CCCCC2)s1)C1CCN(C(=O)c2ccco2)CC1
  -7	.	8%	-19%
30	c1coc(-c2nc3cc4ccccc4cc3nc2-c2ccco2)c1
  8	.	?	40µM*

Records 29 to 30 from above:
The line under a structure holds: LDHA block	12-LOX inh	RGS4 inh	POLK inh
29	O=C(Nc1nnc(C2CCCCC2)s1)C1CCN(C(=O)c2ccco2)CC1
  -7	.	8%	-19%
30	c1coc(-c2nc3cc4ccccc4cc3nc2-c2ccco2)c1
  8	.	?	40µM*

3 entries already listed, arranged by the value under POLK inh, highest first.
The line under a structure holds: LDHA block	12-LOX inh	RGS4 inh	POLK inh
6	O=C(O)c1ccc(CNc2ncnc3nc[nH]c23)cc1
  3	.	10%	10%
25	COc1ccc(C(=O)NCC(=O)OCC(=O)c2ccc3ccccc3c2)cc1
  -1	.	1%	-13%
5	COc1cc(C2Nc3ccccc3C(=O)N2Cc2ccco2)cc(OC)c1OC (configuration not stated)
  -3	.	8%	-18%

Following part:
The line under a structure holds: LDHA block	12-LOX inh	RGS4 inh	POLK inh
31	COc1ccc(CCn2c3c(c(=O)[nH]c2=S)CN(C)CN3)cc1OC
  -5	.	5%	-11%
32	CCn1c2ccccc2c2nnc(SC3CCOC3=O)nc21 (configuration not stated)
  4	.	-27%	5%
33	Cc1ccc(S(=O)(=O)N2CCN(c3nc(-c4cscn4)nc4ccccc34)CC2)cc1
  5	.	9%	2%
34	Cc1ccc2[nH]c(=O)c(CN(Cc3ccco3)Cc3nnnn3Cc3ccco3)cc2c1
  -8	.	-13%	-12%
35	Cc1ccc(-c2nc(=N)sn2Cc2ccccc2)cc1
  -81*	.	?	-23%
36	O=C(Nc1nc(-c2ccc3c(c2)OCCO3)cs1)C1CC(=O)N(c2ccc3c(c2)OCCO3)C1 (configuration not stated)
  -4	.	30%	-7%
37	CC1(C)OC(=O)C2(Cc3cc([N+](=O)[O-])ccc3N3CCCCCC32)C(=O)O1 (configuration not stated)
  -2	.	14%	-17%
38	CC(C)NS(=O)(=O)c1ccc2[nH]c3nc(SCC(=O)Nc4ccc(F)c(F)c4)nnc3c2c1
  -9	.	-10%	79µM*
39	O=S(=O)(Nc1cccc2cccnc12)c1ccccc1Br
  11	.	-31%	-15%
40	O=C(Nc1ccc([N+](=O)[O-])cc1Cl)c1ccccc1O
  2&6	.	27%&-17%	-10%&5%
41	O=S(=O)(c1ccc2c(c1)OCCO2)N1CCN(c2nc(-c3ccccc3)nc3ccccc23)CC1
  -7	.	35%	-7%
42	CC(=O)Nc1cc(O)c2nonc2c1O
  25	.	-99%	-14%
43	Cc1ccc(C)c(Nc2nc(NCc3ccco3)nc3nccnc23)c1
  1	.	-17%	7%
44	CCNc1nc(NCC)nc(-n2cc(C(=O)c3cc(Cl)ccc3O)cn2)n1
  -3	.	1%	-6%
45	Cc1ccc(C)c2c1NC(C(=O)O)C1CC=CC21 (configuration not stated)
  7	.	?	3.2µM*
46	COc1ccc(C(=O)C2C(=O)C(=O)N(Cc3ccco3)C2c2cccs2)cc1 (configuration not stated)
  -4	.	-25%	-22%
47	COc1ccc(C#Cc2c[nH]c(=O)c3cncnc23)cc1OC
  7	.	33%	-13%
48	CCNc1nc(C#N)nc(NCC)n1
  -1	.	15%	-5%
49	CN(C)Cc1cn(-c2ccccc2)nc1-c1ccccc1
  -7	.	28%	-6%
50	Cc1ccc(Nc2c(-c3ccc(C)o3)nc3ccccn23)cc1
  2	.	?	-10%
51	O=C(c1ccc2c(=O)n(CCc3ccccc3)c(=O)[nH]c2c1)N1CCN(C(=O)c2ccco2)CC1
  -2	.	-20%	-10%
52	C=CCn1c(SC(C)C#N)nc2ccccc2c1=O (configuration not stated)
  -7	.	-10%	-4%
53	O=c1c2ccccc2sn1-c1ccc(Cl)c(S(=O)(=O)N2CCOCC2)c1
  -14	.	-163%	-14%
54	Oc1ccc(Cl)cc1C1C=C(c2ccc3c(c2)OCO3)NC(c2ccc(C(F)(F)F)cc2)N1 (configuration not stated)
  4	.	-19%	-1%
55	CC(C)(C)OC(=O)N(c1cccc2cccnc12)S(=O)(=O)c1ccccc1Br
  5	.	-34%	-5%
56	Cc1ccc(S(=O)(=O)N2CCCN(c3nc(-c4cccs4)nc4ccccc34)CC2)cc1
  0	.	-6%	4%
57	O=C1C(=O)C(c2ccc(O)cc2O)Oc2cc(O)cc(O)c21 (configuration not stated)
  6	.	-33%	13µM*
58	O=C(NCCc1nc2ccccc2n1CCOc1cccc2ccccc12)C1CCCCC1
  4	.	0%	2%
59	Cc1ccc(S(=O)(=O)N2CCN(c3nc(-c4cncs4)nc4ccccc34)CC2)cc1
  -13	.	8%	-1%
60	CO[C@H]1C[C@@H]2CC[C@@H](C)[C@@](O)(O2)C(=O)C(=O)N2CCCC[C@H]2C(=O)O[C@H]([C@H](C)C[C@@H]2CC[C@@H](O)[C@H](OC)C2)CC(=O)[C@H](C)/C=C(/C)[C@@H](O)[C@@H](OC)C(=O)[C@H](C)C[C@H](C)C=C/C=C\C=C/1C
  1	.	-5%	-4%
61	Cc1cc(C(=O)OCC(=O)NC(=O)C2CCCCC2)ccc1[N+](=O)[O-]
  -9	.	22%	-18%
62	CC1CCc2cc(F)cc3c2N1C(=O)C(C(=O)Nc1cnccn1)C3=O (configuration not stated)
  -5	.	2%	-27%
63	CC1CCc2nc(-c3cc4c(ccc5ccccc54)oc3=O)sc2C1 (configuration not stated)
  -4	.	-3%	-12%
64	Nc1ncnc2c1nc(Br)n2C1OC2COP(=O)(O)O[C@@H]2C1O (some centres not stated)
  .	74%[activator]	29%[56.9 µM]	1%[60.1 µM]
65	CCN(CC)CCCN(c1ccccc1)C1Cc2ccccc2C1
  .	?	-17%[56.9 µM]	-8%[60.1 µM]
66	CN1CC(O)C(O)C(O)C1CO (configuration not stated)
  .	1%	-1%[56.9 µM]	-10%[60.1 µM]
67	CSCC[C@H](NC(=O)OC(C)(C)C)c1nnc(SC)o1
  0	47%	.	.
68	COC(=O)CNC(=O)c1cc(-c2ccccc2Cl)nc2ccc(Br)cc12
  -9	-14%	.	.
69	O=C(O)c1cc(-c2ccco2)nc2cc(Br)ccc12
  10	?	.	.
70	C#CC1(O)CCN(C(C)(C)C)CC1C (configuration not stated)
  1	-8%	.	.
71	Cc1ccc2nc(-c3cc(C)sc3C)cc(C(=O)O)c2c1
  8	?	.	.
72	CN1CC(=O)N(CCCC(=O)Nc2cccc3cccnc23)C1=O
  -1	-12%	.	.
73	COc1ccc(NC(=O)Cn2nc(-c3ccc(C)cc3)c3ccccc3c2=O)cc1
  -4	?	.	.
74	O=C(NCc1ccco1)c1cccc(-c2cncc3nccn23)c1
  1	?	.	.
75	CC(CCc1ccco1)NC(=O)C1CCN(c2ccc3nnc(C(F)(F)F)n3n2)CC1 (configuration not stated)
  -11	3%	.	.
76	CN(CC(=O)OCc1coc(-c2cccs2)n1)S(=O)(=O)c1ccc(Cl)cc1
  5	-7%	.	.
77	C#CCCN1CCN(C(=O)CCc2ncc(-c3ccc(C)cc3)o2)CC1
  -2	5%	.	.
78	CC(C)(C)NC(=O)NC(=O)CSc1nc(-c2ccccc2)c(-c2ccccc2)o1
  6	-10%	.	.

Record cards, from the list above. Order of values: LDHA block | 12-LOX inh | RGS4 inh | POLK inh
CN1CC(O)C(O)C(O)C1CO (configuration not stated) is listed as . | 1% | -1%[56.9 µM] | -10%[60.1 µM]
COC(=O)CNC(=O)c1cc(-c2ccccc2Cl)nc2ccc(Br)cc12 is listed as -9 | -14% | . | .
COc1ccc(NC(=O)Cn2nc(-c3ccc(C)cc3)c3ccccc3c2=O)cc1 is listed as -4 | ? | . | .
C#CCCN1CCN(C(=O)CCc2ncc(-c3ccc(C)cc3)o2)CC1 is listed as -2 | 5% | . | .
Nc1ncnc2c1nc(Br)n2C1OC2COP(=O)(O)O[C@@H]2C1O (some centres not stated) is listed as . | 74%[activator] | 29%[56.9 µM] | 1%[60.1 µM]

Some of the compounds tested; count on the stated rates, not on these rows.
